# Compound activity deposited in PubChem by Sanford-Burnham Center for Chemical Genomics.
# 697 NFkB inh = inhibitors of PMA/ionomycin-induced NF-kB reporter, 697 cells, primary screen, B-cell NF-kB inhibitor project, cell-based, luminescence, uHTS. inhibition, % at 4 µM. actives 0.33% (n = 330,000). 697 B-cell NF-kB luciferase reporter, 16 h. AID 435022, 2010; in the data active = inhibition above about 35%
# TIM10 inh = growth inhibitors of isogenic TIM10 control yeast, primary screen, counter-screen for tim10-1 yeast inhibitor project, luminescence, uHTS; S. cerevisiae TIM10 strain growth, BacTiter-Glo luminescence, 24 h; inhibition, % at 10 µM; actives 1.4% (n = 330,000); AID 463195, 2010;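 active = inhibition of 40% or more at the single tested concentration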;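 note: wild-type TIM10 isogenic control strain grown at permissive 25 °C; 0% = DMSO yeast wells and 100% = minimal medium wells without yeast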
# UPR XBP1 act = activators of adaptive XBP1 UPR arm, primary screen, cell-based, CHO-XBP1 luciferase reporter, luminescence, uHTS | IRE1-XBP1 UPR activation; percent of tunicamycin response, DMSO as zero | activation, % at 20 µM | actives 0.33% (n = 330,000);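 active = versus positive control, 20 µM dose yields 30% or more activation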;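 note: 100% = tunicamycin at 10 µg/mL and 0% = DMSO only wells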
#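 incubation = overnight seeding at 37 °C, 6 h compound treatment at 37 °C | assay system = CHO-XBP1 cells stably carrying IRE1-XBP1-driven luciferase reporter | input = 1000 cells per well | detection = luciferase luminescence | dosing = single point, 20 µM final compound, 1% DMSO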
# tim10-1 inh = growth inhibitors of tim10-1 mutant yeast, primary screen, luminescence, uHTS. S. cerevisiae tim10-1 ts strain growth, BacTiter-Glo, 24 h. inhibition, % at 20 µM. actives 2.2% (n = 330,000). AID 463190, 2010;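 active = inhibition of at least 40%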;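 note: mutant grown at 25 °C; 0% = DMSO wells with yeast and 100% = wells holding no yeast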
# tim23-1 inh = growth inhibitors of tim23-1 mutant yeast, primary screen, luminescence, uHTS | S. cerevisiae tim23-1 growth, BacTiter-Glo luminescence, 24 h | inhibition, % at 20 µM | actives 1.3% (n = 330,000) | AID 463212, 2010;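 active = growth inhibition of the mutant yeast at or above 50%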;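 note: temperature-sensitive mutant grown at 25 °C; plate controls were DMSO-treated mutant yeast for no effect and medium wells lacking yeast for full effect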
# Jurkat NFkB inh = inhibitors of induced NF-kB luciferase reporter, primary screen, TCR NF-kB activation inhibitor project, cell-based, luminescence, uHTS; Jurkat, PMA/ionomycin-induced NF-kB luciferase reporter; actives 0.53% (n = 330,000); AID 435003, 2010; inhibition, % at 4 µM; in the data active = inhibition above about 50%
# Mdm2-MdmX inh = inhibitors of human Mdm2-MdmX association, primary screen, cell-based, luminescence, split luciferase, SaOS-2, uHTS. SaOS-2 split-luciferase Mdm2/MdmX complementation. inhibition, % at 8 µM. actives 3% (n = 330,000);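 active = inhibition of at least 50% at 8 µM in the primary screen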
# Target sequence (O15151 whole entry, looked up): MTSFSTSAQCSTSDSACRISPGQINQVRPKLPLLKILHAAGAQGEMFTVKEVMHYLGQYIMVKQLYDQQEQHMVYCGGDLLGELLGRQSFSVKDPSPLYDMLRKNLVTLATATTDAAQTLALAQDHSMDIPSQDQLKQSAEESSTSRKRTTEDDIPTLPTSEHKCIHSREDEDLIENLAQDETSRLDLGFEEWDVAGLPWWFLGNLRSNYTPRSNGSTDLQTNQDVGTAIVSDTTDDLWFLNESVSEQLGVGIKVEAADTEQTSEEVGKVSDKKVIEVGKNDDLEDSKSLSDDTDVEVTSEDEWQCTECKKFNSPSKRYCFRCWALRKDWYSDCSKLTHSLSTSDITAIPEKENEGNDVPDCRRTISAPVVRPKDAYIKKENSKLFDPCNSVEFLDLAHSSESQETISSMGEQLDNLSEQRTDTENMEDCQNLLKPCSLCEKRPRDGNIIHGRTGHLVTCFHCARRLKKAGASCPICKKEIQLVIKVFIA
# Target sequence (Q00987 whole entry, looked up): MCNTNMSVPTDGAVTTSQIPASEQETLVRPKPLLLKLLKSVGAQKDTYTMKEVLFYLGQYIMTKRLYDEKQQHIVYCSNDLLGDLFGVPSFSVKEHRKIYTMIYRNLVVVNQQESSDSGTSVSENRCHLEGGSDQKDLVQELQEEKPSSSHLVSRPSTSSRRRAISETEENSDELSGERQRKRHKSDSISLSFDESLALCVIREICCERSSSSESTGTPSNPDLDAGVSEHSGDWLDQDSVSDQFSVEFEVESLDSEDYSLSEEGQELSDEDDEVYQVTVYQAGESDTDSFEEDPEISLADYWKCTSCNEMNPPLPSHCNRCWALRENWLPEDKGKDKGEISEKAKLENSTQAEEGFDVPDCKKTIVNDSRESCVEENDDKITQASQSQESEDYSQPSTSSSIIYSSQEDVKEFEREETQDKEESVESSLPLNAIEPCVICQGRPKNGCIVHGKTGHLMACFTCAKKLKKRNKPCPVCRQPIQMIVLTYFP
# CHOP UPR activ = activators of apoptotic CHOP UPR arm, primary screen, cell-based, CHO-CHOP luciferase reporter, luminescence, uHTS; AID 449763, 2010; actives 0.34% (n = 330,000); UPR activation; percent of tunicamycin response over DMSO baseline; activation, % at 10 µM;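 active = at 10 µM dose, activation of 40% or more, normalized to positive control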;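 note: 100% = tunicamycin at 10 µg/mL and 0% = DMSO alone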
#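 Test system: CHO CHOP reporter cells. Input: 500 CHO-CHOP cells per well. Medium: F12 with 10% FBS. Technique: luciferase luminescence. Measure: percent activation relative to tunicamycin control. Dosing: 10 µM compound, 0.5% DMSO. Timing: 16-18 h cell attachment, then 6 h compound exposure, 37 °C.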
# Numbers without * were called inactive.
SMILES,697 NFkB inh,TIM10 inh,UPR XBP1 act,tim10-1 inh,tim23-1 inh,Jurkat NFkB inh,Mdm2-MdmX inh,CHOP UPR activ
Cc1[nH]c2ccccc2c1/C=C/c1nc2ccccc2c(=O)n1-c1ccc([N+](=O)[O-])cc1,-65,-5,47*,11,12,31,64*,8.5
O=C(Nc1cc(S(=O)(=O)N2CCOCC2)ccc1N1CCOCC1)c1cccs1,18,7,-1,-2,-3,9,8,-2.5
Cn1c(=O)c(C(=O)CSc2nncs2)c(N)n(Cc2ccccc2)c1=O,16,-6,-4,9,-4,-2,12,-1.1
COc1ccc(-c2cc(C(=O)NC3CCCC3)no2)cc1OC,5,6,-1,13,9,-28,-29,5.8
COc1ccc(N(C(=O)c2snc(C(N)=O)c2N)C(C(=O)NC2CCCC2)c2cccs2)cc1OC (stereo unspecified),13,4,2,2,7,-3,-8,0.8
COc1ccc(-n2c(SCC3OCCO3)nc3c(sc(=S)n3-c3ccccc3)c2=O)cc1OC,18,17,-1,14,16,-4,-18,-2.1
CCCNc1nc2c(c(=O)[nH]c(=O)n2C)n1CCCc1ccccc1,29,9,-1,8,7,9,6,-1.4
CC(CCc1ccccc1)NC(=O)C1CCN(C(=O)c2sccc2-n2cccc2)CC1 (stereo unspecified),29,7,-6,13,10,-3,9,2.0
CCc1ccccc1NC(=S)N1CCN(c2cccc(OC)c2)CC1,11,-4,-4,0,22,7,3,0.1
CCc1c(C)nc(SCC(=O)N2CC(C)OC(C)C2)[nH]c1=O (stereo unspecified),5,-3,1,-6,9,6,15,-1.6
O=C(Nc1sc2c(c1C(=O)O)CCC2)c1ccccc1,-17,12,2,18,20,-7,-3,8.6
Cc1sc2nc(C3CC3)nc(SCC(=O)NCc3ccco3)c2c1C,0,-44,2,12,19,-1,12,-2.1
O=C(Nc1cccc(NC(=O)c2cccnc2)c1)c1ccccc1,-19,-1,-1,-24,-18,3,19,1.5
CCOc1cc(C)c(S(=O)(=O)N2CCCCC2)cc1C,1,-12,-8,-2,13,-3,16,-0.9
CCCN(C(=O)/C=C/c1ccco1)c1c(N)n(Cc2ccccc2)c(=O)[nH]c1=O,-4,11,-3,12,4,4,-4,-2.3
Cc1ccc(S(=O)(=O)NC(=O)NC(C)c2ccc(F)cc2)cc1 (stereo unspecified),2,3,2,0,-9,9,10,-0.2
O=C(NC(=S)Nc1nc(-c2cccc([N+](=O)[O-])c2)cs1)c1cc(Cl)ccc1Cl,-3,-3,2,21,7,-8,52*,-2.2
COc1ccc(NS(=O)(=O)c2cccc(C(=O)NNC(=O)c3cncc(Br)c3)c2)cc1,13,1,3,7,3,13,5,1.4
CCC(NC(=O)NC1CCCCC1)c1ccccc1 (stereo unspecified),-2,2,0,22,17,-1,-2,-0.9
C/C(N)=C(/C#N)C(=O)COC(=O)c1ccccc1Cc1ccccc1,-9,14,3,6,23,1,20,-1.2
CCN(C(=O)CSc1nc(N)cc(=O)[nH]1)C1CCS(=O)(=O)C1 (stereo unspecified),15,1,-2,-20,-8,1,-16,1.3
O=C(CCNS(=O)(=O)c1ccc(Cl)cc1)N1CCCC1,17,3,7,-9,-1,25,1,-1.6
COCCn1nnnc1C(c1cc(OC)ccc1OC)N1CCc2ccccc2C1 (stereo unspecified),-14,10,0,28,23,-15,12,3.2
COC12NC(=O)N(C)C1(OC)C(=O)N(C)C(=O)N2C (stereo unspecified),11,4,-2,5,2,8,-28,1.2
O=C(NCc1ccccc1)c1noc2c1CCCC2,1,6,1,-2,21,-10,-29,0.2

# Overlap with the part before: 2 entries, then new ones.
SMILES,697 NFkB inh,TIM10 inh,UPR XBP1 act,tim10-1 inh,tim23-1 inh,Jurkat NFkB inh,Mdm2-MdmX inh,CHOP UPR activ
COC12NC(=O)N(C)C1(OC)C(=O)N(C)C(=O)N2C (stereo unspecified),11,4,-2,5,2,8,-28,1.2
O=C(NCc1ccccc1)c1noc2c1CCCC2,1,6,1,-2,21,-10,-29,0.2
COc1ccccc1C(=O)Nc1ccnn1C1CCN(Cc2ccn[nH]2)CC1,19,-1,-6,-1,-16,-14,10,0.0
NNC(=O)CS(=O)(=O)c1ccc(Cl)cc1,-14,16,-2,1,13,-13,-6,0.3
O=S1(=O)CCOCCCN1Cc1ccccc1Br,-3,-14,0,-34,-9,15,6,0.9
COc1cccc(C#Cc2c(C=O)n(C)c3ccccc23)c1,-23,25,8,12,41,-9,66*,9.8
Cc1ccc(/C=N/Nc2ncnc3nc[nH]c23)cc1,-80,-2,3,10,3,-62,4,4.7
CN1CCC(=O)N([C@H](COc2ccccc2)Cc2ccccc2)CC1,23,-7,0,-6,-1,14,12,-0.4
c1ccc2nc3c(nc2c1)CCc1nonc1-3,7,-7,-1,5,6,7,4,-1.9
O=C(CN1C(=O)CSc2ccc(S(=O)(=O)N3CCOCC3)cc21)N1CCCCC1,-2,-2,-1,3,5,-2,12,-1.8
COc1cc(C(=O)N2CCCC(c3nc(-c4cccs4)no3)C2)cc(OC)c1OC (stereo unspecified),4,0,-2,21,4,13,-5,-0.6
CC(=O)Nc1ccc(NC(=O)CSc2nnc(COc3ccccc3C)n2CC2CCCO2)cc1 (stereo unspecified),26,-6,-1,3,3,5,-19,2.3
COc1ccc(NC(=O)C2CCCN2c2ccc(OC)c(OC)c2)cc1OC (stereo unspecified),7,-3,1,26,5,-12,8,1.0
COc1ccc(CCNC(=O)Cn2cnc3scc(-c4ccccc4)c3c2=O)cc1OC,-20,3,2,13,10,9,-2,0.2
CCOc1ccc(NC(=O)c2ccc(N3CC4CC(C3)c3cccc(=O)n3C4)c(NC(=O)CCN3CCOCC3)c2)cc1 (stereo unspecified),4,2,-8,13,-1,-4,36,4.2
COC(=O)C1=C(C(=O)OC)SC2(S1)C(C(=O)OC)=C(C(=O)OC)SC1=C2c2cccc(C)c2NC1(C)C,8,4,3,32,26,-5,-3,40*
COCCNC(=O)CSc1ccc(-c2nc3ccccc3[nH]2)cn1,3,-1,-5,-4,1,5,-2,3.3
CSc1ncccc1C(=O)OCC(=O)N1CCOCC1,13,-11,-3,-15,0,-17,4,-1.5
COC(=O)c1ccccc1OCC(=O)N1CCN(c2ccc(Cl)cc2)CC1,6,15,-1,25,25,13,-4,-1.1
CCn1cc(C(=O)NP(=O)(Nc2ccc(C)cc2)Nc2ccc(C)cc2)c2ccccc21,11,-1,6,3,5,-13,-14,2.4
COc1ccc(NC(=O)c2ccc3c(SCC(=O)O)c4c(nc3c2)CCCC4)c(OC)c1,17,1,0,6,12,-2,24,-0.2
Cc1nn(-c2ccccc2)c(N2CCCC2)c1/C=N/NC(=S)Nc1ccccc1C(F)(F)F,-22,24,-1,41*,22,15,20,9.0
Cc1cc(C)n(S(=O)(=O)c2ccc(C)c(C)c2C)n1,8,26,0,27,4,9,4,0.4
CCCCn1nnc(NC(=O)c2ccc([N+](=O)[O-])cc2Cl)n1,23,0,0,17,6,0,22,1.8
CCCCOc1ccc(CC(=O)NCC(=O)O)cc1,1,-14,-3,15,6,-3,11,-0.4
CCOc1ccccc1N(CC(=O)NCCSc1ccccn1)S(=O)(=O)c1ccc(C)cc1,4,26,1,19,25,-11,-26,0.4
COc1ccc(NC(=O)c2c(C)nn(-c3ccccc3)c2Cl)cc1,1,-9,-2,12,27,-10,18,2.0

# Results in 697 NFkB inh and CHOP UPR activ, for some of the entries so far:
Compound	697 NFkB inh	CHOP UPR activ
O=C(Nc1cccc(NC(=O)c2cccnc2)c1)c1ccccc1	-19	1.5
CCOc1cc(C)c(S(=O)(=O)N2CCCCC2)cc1C	1	-0.9
CCCN(C(=O)/C=C/c1ccco1)c1c(N)n(Cc2ccccc2)c(=O)[nH]c1=O	-4	-2.3

# Going on with the list.
SMILES,697 NFkB inh,TIM10 inh,UPR XBP1 act,tim10-1 inh,tim23-1 inh,Jurkat NFkB inh,Mdm2-MdmX inh,CHOP UPR activ
COc1ccccc1CN(C)CC(=O)Nc1cccc2ccccc12,16,2,1,21,23,4,-17,1.4
Cn1c(=O)[nH]c(=O)c2c1nc(CN1CCN(c3ccc(F)cc3)CC1)n2CCc1ccccc1,-8,16,-2,21,14,4,9,0.0
CCCCCC(=O)NCC(C)NC(=O)CCCCC (stereo unspecified),-9,4,-2,5,13,11,-24,2.6
CCc1ccccc1NC(=O)[C@@H]1CCC(=O)N1C1OC(=O)c2ccccc21 (stereo partly specified),6,-1,-3,-6,5,-4,7,0.8
COc1cc(Cl)ccc1OCc1cc(C(=O)NC(C)Cc2cccnc2)no1 (stereo unspecified),-31,-3,-4,13,6,-28,-30,2.8
COc1ccc(S(=O)(=O)N2CCC(C(N)=O)(N3CCCCC3)CC2)cc1OC,-7,-17,-5,-3,2,-10,5,0.9
Cc1ccc(Nc2ccc([N+](=O)[O-])ccc2=O)cc1,14,16,0,3,0,-1,8,3.5
COc1ccc(C(=O)NNC(=O)c2ccc(F)c(S(=O)(=O)N3CCOCC3)c2)cc1,-15,-9,0,0,8,2,-1,0.8
CCCc1[nH]nc2c1C(c1cn[nH]c1-c1ccc(F)cc1)C(C#N)=C(N)O2 (stereo unspecified),2,41*,-3,44*,44,19,35,-0.5
CCOc1ncccc1C(=O)NCCN1C(=O)S/C(=C/c2cccs2)C1=O,-27,-10,3,18,-6,-1,8,1.9
COC(=O)C(Cc1cnc(Cl)s1)(C(=O)OC)c1ccc(C(F)(F)F)cc1[N+](=O)[O-],13,25,-1,22,27,7,-5,-1.7
Cc1ccc(CNC(=O)CNC(=O)c2ccc(Br)o2)cc1,-1,-3,-4,-18,3,-4,11,0.9
O=S(=O)(NC1CCCCC1)c1ccc(F)c2ccccc12,11,48*,-1,33,43,2,13,0.9
COc1ccc(C)cc1-n1c(N)c(C#N)c(C#N)c1-c1ccc(OC)c(OC)c1OC,14,13,-5,19,13,15,21,-1.4
Cc1ccc(F)c(NC(=O)c2cncn2-c2ccccc2)c1,7,-3,-2,17,16,10,15,1.6
CCN(CC(=O)NCc1ccc(F)cc1)C(=O)COc1ccccc1[N+](=O)[O-],7,-6,-3,-10,-5,-2,12,-0.4
CC(=O)c1cccc(NC(=O)c2cnccn2)c1,-26,0,-3,11,14,1,-15,0.6
CCOCCCNC(=O)/C(C#N)=C/c1ccc(Cl)c([N+](=O)[O-])c1,-3,66*,-6,47*,86*,3,73*,-1.3
COc1ccc(-c2cc(C(=O)N/N=C/c3cccnc3)c3cc(C)cc(C)c3n2)cc1,2,-50,-6,-17,18,6,49,6.1
CC1(C)CC(=O)C(C=NCC(N)=O)=C(O)C1,10,1,0,0,1,-4,1,0.2
CCOC(=O)c1c(NC(=O)COC)sc(C(C)=O)c1C,-1,-33,1,8,-3,-5,11,-1.7

# Record cards, as listed above. Order of values: 697 NFkB inh, TIM10 inh, UPR XBP1 act, tim10-1 inh, tim23-1 inh, Jurkat NFkB inh, Mdm2-MdmX inh, CHOP UPR activ
# Entry for CCOc1ncccc1C(=O)NCCN1C(=O)S/C(=C/c2cccs2)C1=O → -27, -10, 3, 18, -6, -1, 8, 1.9
# Entry for CCCCCC(=O)NCC(C)NC(=O)CCCCC (stereo unspecified) → -9, 4, -2, 5, 13, 11, -24, 2.6
# Entry for CCc1ccccc1NC(=O)[C@@H]1CCC(=O)N1C1OC(=O)c2ccccc21 (stereo partly specified) → 6, -1, -3, -6, 5, -4, 7, 0.8
# Entry for CCN(CC(=O)NCc1ccc(F)cc1)C(=O)COc1ccccc1[N+](=O)[O-] → 7, -6, -3, -10, -5, -2, 12, -0.4
# Entry for COC(=O)C(Cc1cnc(Cl)s1)(C(=O)OC)c1ccc(C(F)(F)F)cc1[N+](=O)[O-] → 13, 25, -1, 22, 27, 7, -5, -1.7
